Hep lipid drop – inhibitors of hepatocyte lipid droplet formation, primary screen, imaging, high-throughput imaging, BODIPY stain; AML12 mouse hepatocytes, oleate lipid droplets; 240,000 compounds, 0.4% hits; inhibition, % at 6.5 µM; AID 1656, 2009;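 active means lipid droplet intensity inhibited by at least 50%, with more than 500 cells counted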
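Material – mouse AML12 hepatocyte cell line, fixed after treatment · Compound dosing – one dose, 6.5 µM compound · Times – compound with oleate, overnight · Measured by – Image-based BODIPY and DAPI two-channel analysis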
Dynein transport – inhibitors of GR-EGFP nuclear translocation, primary screen, dynein cargo transport inhibitor project, imaging, high-content, 3617.4 mouse cells; test concentration mostly 20 µM; stimulated with dexamethasone, 1 µM; hits give low values; z-score, hits read low; 220,000 compounds, 0.47% hits;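 active means plate z-score of nuclear minus cytoplasmic receptor signal below a set negative limit, without overly bright fluorescence or cell loss, cut at about -3.5 in these data, passing the limit was not always enough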;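 further: z-score of nuclear minus cytoplasmic ring GR-EGFP intensity difference per well; some compounds called inactive have numbers as strong as hits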
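Also added: dexamethasone, 1.0 µM final. Medium: tet-free, stripped-serum medium. Detection: fixed, Hoechst-stained cells imaged at 10x for EGFP. Read-out: nuclear-to-cytoplasmic GR-EGFP distribution per well. Times: induction 48 h, compound 1 h, agonist 30 min.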
Insulin prom up – insulin promoter activators in MIN6 cells, imaging, high-content screening, mouse beta cells; MIN6 insulin promoter-GFP reporter; hits give high values; z-score at 5 µM; 190,000 compounds, 0.3% hits;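 active means z-score above 3 at 5 µM with at least 500 cells counted in the well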
bCat nuc transl – modulators of beta-catenin nuclear translocation, primary screen, imaging, HeLa cells, immunofluorescence, high-content | nuclear translocation activity, % at 5 µM | 190,000 compounds, 0.3% hits | AID 1665, 2009;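 active means nuclear translocation activity above 50% at 5 µM, with a well cell count of 50 or more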;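 further: per-cell ratio of nuclear to cytoplasmic median beta-catenin stain intensity; plate controls were DMSO negative control for no effect and GSK-3 inhibitor IX positive control for full effect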
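Signal – beta-catenin immunofluorescence imaging with DAPI · Test system – human HeLa cell line · Dosing – 5 µM primary single dose, 0.1% DMSO, 0.02–20 µM confirmation series · Measure – % activation, nuclear-to-cytoplasmic median beta-catenin signal ratio per cell · Incubation – 24 h compound exposure at 37°C, 5% CO2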
ER stress rescue – rescue of cells from ER stress-induced death, primary screen, 384-well, CSM14.1, thapsigargin, ATP luminescence (AID 1222); 190,000 tested, under 10 active; cellular ATP content (survival), % at 20 µM, or EC50 in µM where a hit was titrated; CSM14.1 thapsigargin-induced death rescue, ATP luminescence; higher % means a stronger effect;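 active means EC50 below 50 µM in the dose-response confirmation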;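 further: death triggered by thapsigargin at about 15 µM added after 2 h compound pretreatment; cell ATP read after overnight thapsigargin exposure of roughly 18 to 22 hours; normalized against plate controls of thapsigargin alone and 5% DMSO vehicle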
XIAP antagonists – XIAP antagonists, biochemical, IAP family, fluorescence polarization (AID 1018); E3 ubiquitin-protein ligase XIAP (Homo sapiens); XIAP BIR domain, fluorescence polarization peptide displacement; higher % means a stronger effect; displacement, % at 20 µM, or IC50 in µM where a hit was titrated; 200,000 compounds, 0.007% hits; in the data active means displacement above about 50%; further: a part of the inactive calls stands beside numbers as strong as those of hits
WT yeast gro inh – growth inhibition of WT strain, primary screen, mitochondrial fusion inhibitor project, WT and mutant strains, chemical genetic. AID 1362, 2008. 190,000 compounds, 2.1% hits. mitochondrial fusion phenotypic screen. inhibition, % at 10 µM; in the data active means inhibition above about 58%; tested in S. cerevisiae
MT stabilize HCS – microtubule stabilizers in HeLa cells, primary screen, imaging, high-content imaging. HeLa tubulin immunostaining HCS, 24 h; share of cells brighter than vehicle mean+2SD. % tubulin-high responders, % at 10 µM. 200,000 compounds, 0.83% hits;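 active means plate Z-score above 3 for both tubulin-high and condensed-nucleus cell shares, with cell loss under 80%, at 10 µM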;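 further: anti alpha tubulin signal scored within the nucleus-defined area of each cell; some results filed as inactive read as strong as hits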
Autophagy mod – autophagy modulators in MEF cells, primary screen, imaging, high-content, MEF GFP-LC3; calls only at 10 µM (by protocol); 190,000 compounds, 0.98% hits; MEF GFP-LC3 puncta imaging; test concentration mostly 10 µM; AID 463193, 2010;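 active means percentage of spot-positive cells more than 3 SD above its plate mean, without a fluorescence outlier flag or 80% toxicity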;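 further: spot-positive cell cutoff set from DMSO-treated cells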
WT yeast gro inh mutant strain – recorded beside WT yeast gro inh, whose call it bears; inhibition, %; mitochondrial fusion phenotypic screen, mutant strain inhibition
Dynein transport cytoplasmic EGFP – recorded beside Dynein transport, whose call it bears; z-score; measured here: cytoplasmic GR-EGFP intensity; hits give high values
Dynein transport nuclear GR-EGFP – second read-out of Dynein transport, no call of its own (marks repeat the call); z-score; measured here: nuclear GR-EGFP intensity;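 lower value marks the stronger effect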
Dynein transport cell count – second read-out of Dynein transport, no call of its own (marks repeat the call); z-score; measured here: cell count per field
Insulin prom up cell count – recorded beside Insulin prom up, whose call it bears; cell count; measured here: cytotoxicity, nuclei count;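 total cells summed across four imaged fields per well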
Hep lipid drop cells 6.5 µM – also measured in Hep lipid drop; calls as there; cell count; measured here: cell count, cytotoxicity flag;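 cells counted across two imaged fields per well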
bCat nuc transl cell count 5 µM – also measured in bCat nuc transl; calls as there; cell count; measured here: cell count, cytotoxicity flag
MT stabilize HCS Hoechst-high % – second read-out of MT stabilize HCS, no call of its own (marks repeat the call); % Hoechst-high responders; measured here: nuclear condensation Hoechst responders;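 share of cells brighter than vehicle mean plus two SD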
MT stabilize HCS cytotoxicity % – recorded beside MT stabilize HCS, whose call it bears; toxicity, %; measured here: cytotoxicity by cell density;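 0% = mean cell density of plate MIN control wells and 100% = no cells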
Autophagy mod cell loss 18 h – recorded beside Autophagy mod, whose call it bears; toxicity, %; measured here: cell loss, nuclei count;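 cell loss after 18 h compound exposure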
An asterisk follows results filed as active; i = inactive; / = not tested or not shown.

SMILES	Hep lipid drop	Hep lipid drop cells 6.5 µM	Dynein transport	Dynein transport cytoplasmic EGFP	Dynein transport nuclear GR-EGFP	Dynein transport cell count	Insulin prom up	Insulin prom up cell count	bCat nuc transl	bCat nuc transl cell count 5 µM	ER stress rescue	XIAP antagonists	WT yeast gro inh	WT yeast gro inh mutant strain	MT stabilize HCS	MT stabilize HCS Hoechst-high %	MT stabilize HCS cytotoxicity %	Autophagy mod	Autophagy mod cell loss 18 h
CCCCNS(=O)(=O)c1ccc2c(c1)oc(=O)n2CC(=O)OCC	/	/	-0.32	-0.16	-0.17	-0.012	-0.22	906	/	/	-2.6%	-2.0%	7	0	5.2	2.5	2.7	i	10
COc1ccc(NC(=S)N(CCN2CCOCC2)Cc2ccccc2F)cc1	-16	709	-0.9	-0.2	-0.55	0.91	-0.75	1271	-1.1	1172	/	-2.8%	5	5	1.8	2.5	9.4	i	12
O=[N+]([O-])c1cccc(-c2noc(-c3cccs3)n2)c1	2	727	0.28	-0.24	0.013	0.27	0.67	1190	-1.2	1512	/	/	/	/	/	/	/	/	/
CCCCn1c(O)c(/C=C2\C=NN=C2c2ccccc2)sc1=S	15	719	-0.46	-0.11	-0.31	-0.24	-1.2	1409	0.1	1086	2.2%	-2.8%	46	15	5.1	2.3	4.9	i	3
Nc1ccc2nc3c(c(Cl)c2c1)CCCC3	-18	752	-2.2	0.033	-1.1	0.78	1.1	1031	25	494	/	/	/	/	/	/	/	/	/
CC1(C(=O)NC(=S)NNC(=O)c2ccncc2)CCCCC1	-2	592	-0.3	-0.2	-0.47	0.53	-0.03	1372	2.5	1076	-2.6%	-5.4%	2	-41	2.1	2.4	3.7	i	15
CCCCn1c(SCn2nnc3ccccc3c2=O)nc2cc(S(N)(=O)=O)ccc21	-16	776	-0.6	-0.27	0.19	0.48	-0.74	943	-1.3	1163	2.4%	-15%	0	15	1.8	0.8	4.6	i	-2
CCOc1ccc(S(=O)(=O)c2c(C(=O)c3ccccc3)cnc3cc4c(cc23)OCCO4)cc1	-29	669	-1.6	-0.12	-1.1	1.1	-0.11	1276	-1.9	1158	3.3%	-6.4%	-1	-11	3.0	3.4	3.7	i	-1
COc1ccc(C(=O)N2CCCC(c3nc(-c4cc(OC)c(OC)c(OC)c4)no3)C2)cc1 (stereo not drawn)	9	585	0.51	-0.29	0.31	-0.41	0.33	1870	-0.2	993	0.3%	-4.7%	15	17	4.6	2.0	2.1	i	-4
COC(=O)c1sc(-c2ccc(C(C)(C)C)cc2)cc1NC(=O)CSCC(=O)O	-12	692	0.8	-0.14	1	-1.8	0.28	1039	1.9	1293	/	/	/	/	/	/	/	/	/
O=C(CSc1nc(O)c(Cc2ccccc2)c(=O)[nH]1)N1CCOCC1	18	701	-1.4	-0.26	-0.3	1.4	-1.1	1007	0.2	1287	/	/	/	/	/	/	/	/	/
CCn1c2ccccc2c2cc(NC(=O)c3coc(=O)c(Br)c3)ccc21	12	717	-2.8	6.3	-0.56	-1.4	-0.08	1037	2.6	1011	/	/	/	/	/	/	/	/	/
CCOc1nc(SCCOc2ccc(C)cc2)nc(N(C)C)n1	16	697	0.28	-0.27	0.37	0.78	/	/	2.6	949	6.6%	-2.7%	51	0	2.2	1.2	2.9	i	-3
O=S(=O)(c1ccc(OCC(O)CNCc2ccco2)c(Cl)c1)N1CCOCC1 (stereo not drawn)	/	/	1.4	-0.074	1.6	-1	0.83	1029	-1.7	1226	-1.9%	-2.7%	7	18	2.9	1.1	6.4	i	17
CC(Sc1n[nH]c(=O)[nH]c1=O)C(=O)OCc1ccccc1 (stereo not drawn)	0	760	0.2	-0.28	-0.6	0.4	-0.29	994	-0.7	1087	-1.1%	-5.4%	8	-3	2.7	1.6	3.3	i	4

One compound at a time (already shown). Order of values: Hep lipid drop | Hep lipid drop cells 6.5 µM | Dynein transport | Dynein transport cytoplasmic EGFP | Dynein transport nuclear GR-EGFP | Dynein transport cell count | Insulin prom up | Insulin prom up cell count | bCat nuc transl | bCat nuc transl cell count 5 µM | ER stress rescue | XIAP antagonists | WT yeast gro inh | WT yeast gro inh mutant strain | MT stabilize HCS | MT stabilize HCS Hoechst-high % | MT stabilize HCS cytotoxicity % | Autophagy mod | Autophagy mod cell loss 18 h
`COC(=O)c1sc(-c2ccc(C(C)(C)C)cc2)cc1NC(=O)CSCC(=O)O` as listed: -12 | 692 | 0.8 | -0.14 | 1 | -1.8 | 0.28 | 1039 | 1.9 | 1293 | / | / | / | / | / | / | / | / | /
`CC1(C(=O)NC(=S)NNC(=O)c2ccncc2)CCCCC1` as listed: -2 | 592 | -0.3 | -0.2 | -0.47 | 0.53 | -0.03 | 1372 | 2.5 | 1076 | -2.6% | -5.4% | 2 | -41 | 2.1 | 2.4 | 3.7 | i | 15

Some values from the list.
Entry of COC(=O)c1sc(-c2ccc(C(C)(C)C)cc2)cc1NC(=O)CSCC(=O)O under Hep lipid drop cells 6.5 µM: 692
Entry of CC(Sc1n[nH]c(=O)[nH]c1=O)C(=O)OCc1ccccc1 (stereo not drawn) under Dynein transport nuclear GR-EGFP: -0.6

More compounds:
SMILES	Hep lipid drop	Hep lipid drop cells 6.5 µM	Dynein transport	Dynein transport cytoplasmic EGFP	Dynein transport nuclear GR-EGFP	Dynein transport cell count	Insulin prom up	Insulin prom up cell count	bCat nuc transl	bCat nuc transl cell count 5 µM	ER stress rescue	XIAP antagonists	WT yeast gro inh	WT yeast gro inh mutant strain	MT stabilize HCS	MT stabilize HCS Hoechst-high %	MT stabilize HCS cytotoxicity %	Autophagy mod	Autophagy mod cell loss 18 h
CCc1nc(SCC(=O)Nc2ccc(N(C)C)cc2)c2ccccc2n1	-19	708	-0.81	-0.2	-0.11	0.28	-0.76	970	2.8	1182	/	/	/	/	/	/	/	/	/
CSCC(=O)Nc1ccc(F)c(Cl)c1	-9	750	1.2	-0.19	0.51	-0.64	-0.26	1101	0.6	1262	/	/	/	/	/	/	/	/	/
Cc1csc2ncc(C(=O)NCc3ccccc3Cl)c(=O)n12	14	748	-0.21	-0.28	0.11	1.8	-0.06	1253	-3.8	1165	-1.2%	-4.4%	-1	4	3.6	2.0	9.3	i	21
O=C1C2(CCCC13COC(c1ccc(O)cc1)OC3)COC(c1ccc(O)cc1)OC2 (stereo not drawn)	0	738	-0.48	0.75	-0.15	1.5	1.2	1017	-1.1	1350	/	/	/	/	/	/	/	/	/
O=C(c1ccc(CS(=O)(=O)c2ccc(Br)cc2)o1)N1CCCCCC1	/	/	2.9	0.38	2	-1.7	0.4	843	/	/	0.7%	-0.8%	3	4	2.8	2.6	7.7	i	7
Cc1ccnc(NS(=O)(=O)c2ccc(NS(=O)(=O)Cc3ccccc3)cc2)n1	/	/	0.84	-0.18	0.46	0.85	0.77	1292	0.0	1205	2.2%	-4.5%	-20	15	1.8	1.9	5.2	i	-5
CC(C)OC(=O)/C(=C/c1ccco1)c1ccccc1	-3	651	0.7	-0.29	0.27	0.12	0.78	1326	0.6	1238	/	/	/	/	/	/	/	/	/
Cn1c(=O)c2c(nc(OCc3cccnc3)n2Cc2c(F)cccc2Cl)n(C)c1=O	-4	684	0.27	-0.27	0.088	0.56	-0.2	1251	/	/	/	-2.6%	1	11	2.1	2.1	5.0	i	-4
CCOc1ccc(-c2cc(C(=O)N3CCN(c4ccccn4)CC3)c3ccccc3n2)cc1	-42	645	-0.075	-0.14	0.61	-1.6	0.21	1173	/	/	/	-0.3%	14	-19	24*	38*	34*	i	39
Cn1c(-c2csc(-c3ccccc3)n2)n[nH]c1=S	11	677	-0.19	-0.24	0.53	-0.088	-0.38	1388	-1.5	810	-1.5%	-6.8%	9	30	2.7	1.9	4.7	i	4
CC1CN(S(=O)(=O)c2ccc(Cl)c(S(=O)(=O)N3CC(C)OC(C)C3)c2)CC(C)O1 (stereo not drawn)	/	/	-0.88	-0.13	0.025	-0.14	0.23	1152	-4.8	917	2.8%	-3.6%	9	-2	2.9	3.5	0.9	i	8
O=C1/C(=C\c2ccco2)CCC/C1=C\c1ccco1	-3	624	-2.3	9.7	-0.4	0.46	0.03	1398	0.5	923	-3.2%	0.3%	1	3	4.6	2.2	6.6	i	-4
CCN(CC)S(=O)(=O)c1ccc(C(=O)OCC(=O)N2CCN(C(=O)c3ccco3)CC2)cc1	8	773	0.49	-0.22	0.98	-0.35	1.5	1202	-6.2	1215	-0.3%	-9.7%	12	3	2.1	3.4	8.8	i	-60
COc1ccc(Cl)cc1N(C)C(=O)CCNC(=O)Cn1cnc2ccccc2c1=O	/	/	0.17	-0.16	0.22	-0.87	-0.04	1314	-1.5	777	0.1%	-0.6%	4	-3	2.0	2.0	11	i	-6
CCOC(=O)c1c(CSc2ccsc2)n(C)c2cc(Br)c(O)c(CN(C)C)c12	-13	661	-0.099	-0.21	-0.086	0.17	-0.46	922	1.2	1317	/	/	/	/	/	/	/	/	/

Arranged by value in WT yeast gro inh mutant strain (highest first): 3 from the list above.
| Compound | WT yeast gro inh mutant strain |
| --- | --- |
| Cn1c(-c2csc(-c3ccccc3)n2)n[nH]c1=S | 30 |
| COc1ccc(Cl)cc1N(C)C(=O)CCNC(=O)Cn1cnc2ccccc2c1=O | -3 |
| CC1(C(=O)NC(=S)NNC(=O)c2ccncc2)CCCCC1 | -41 |
